MPTP inh: blocks calcium-induced mitochondrial swelling; isolated mouse mitochondria, Ca2+ swelling absorbance, 30 min; AID 602449; 360,000 tested, 1.4% active; inhibition, % at 10 µM;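 active = inhibition of 50% or more, scaled per plate between neutral and stimulator controls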;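 also: 0% = DMSO wells given calcium and 100% = 1 mM EGTA wells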
mIAP act: mouse IAP activation; activation factor at 10 µM; muIAP, CDP-Star luminescence, 30 min; stronger effect = higher value; 1 = vehicle-only enzyme signal, 0 = enzyme-free wells; 330,000 tested, 0.24% active;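 active = activation factor of at least 2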; also: the source names both 10 and 20 µM as test concentration; values of inactives mirror those of a sister screen read the other way
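Assay system: mouse IAP enzyme / Compound: DMSO-dissolved test compounds / Timing: 30 min, room temperature / Measured by: luminescence from enzymatic CDP-Star hydrolysis / Control set: DMSO-only wells, enzyme-free buffer wells as negative control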
hIAP inh: blocks human intestinal alkaline phosphatase | P09923 | inhibition, % at 10 µM | AID 2544 | 330,000 tested, 0.12% active | purified IAP, CDP-Star luminescence, 30 min;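 active = inhibition reaching a set limit with compound at 10 µM in the primary screen, cut at about 35% in these data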;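 also: plate controls were DMSO wells with enzyme for no effect and no-enzyme buffer wells for full effect; values of inactives mirror those of a sister screen read the other way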
A3A deaminase: inhibitors of human APOBEC3A DNA deaminase; recombinant A3A, FAM/TAMRA ssDNA deamination fluorescence; inhibition, % at 20 µM; 330,000 tested, 0.41% active;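 active = at least 40% inhibition at 20 µM here, with at most 30% in a related deaminase screen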;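 also: plate controls were A3A with DMSO for no effect and wells lacking A3A enzyme for full effect; some results filed as inactive read as strong as hits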
Target sequence (P31941 whole entry, looked up): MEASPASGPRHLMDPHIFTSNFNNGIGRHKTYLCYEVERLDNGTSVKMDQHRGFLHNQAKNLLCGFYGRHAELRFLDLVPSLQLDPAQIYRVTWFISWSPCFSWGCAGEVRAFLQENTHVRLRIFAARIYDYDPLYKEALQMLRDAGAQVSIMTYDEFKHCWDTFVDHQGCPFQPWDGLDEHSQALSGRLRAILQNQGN
mIAP block: mouse IAP inhibition | purified mouse IAP, CDP-Star luminescence, 30 min | inhibition, % at 10 µM | 330,000 tested, 0.2% active | AID 2806;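 active = inhibition of at least 40% at 10 µM in the primary screen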;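 also: plate controls were DMSO with enzyme for no effect and no enzyme wells for full effect; values of inactives mirror those of a sister screen read the other way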
A3G deaminase: APOBEC3G (human) deaminase inhibition; Q9HC16; recombinant A3G, ssDNA deamination FAM/TAMRA fluorescence; inhibition, % at 20 µM; 330,000 tested, 0.28% active; AID 493012;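 active = inhibition of at least 40% at 20 µM, with no more than 30% in the related APOBEC3A deaminase screen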;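 also: plate controls were DMSO wells with A3G for no effect and wells lacking A3G enzyme for full effect; some compounds called inactive have numbers as strong as hits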
Target sequence (Q9HC16 whole entry, looked up): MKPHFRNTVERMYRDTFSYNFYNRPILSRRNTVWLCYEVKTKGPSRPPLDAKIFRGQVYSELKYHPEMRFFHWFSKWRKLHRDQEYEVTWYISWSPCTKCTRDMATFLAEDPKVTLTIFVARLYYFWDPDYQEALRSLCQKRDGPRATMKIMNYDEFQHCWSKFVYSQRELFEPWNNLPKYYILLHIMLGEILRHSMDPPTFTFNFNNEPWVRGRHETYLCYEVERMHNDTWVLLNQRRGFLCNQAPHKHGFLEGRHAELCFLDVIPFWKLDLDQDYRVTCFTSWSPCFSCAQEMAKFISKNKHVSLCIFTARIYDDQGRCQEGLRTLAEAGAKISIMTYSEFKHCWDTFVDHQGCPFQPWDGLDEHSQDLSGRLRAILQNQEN
MIN6 prolif: MIN6 beta-cell proliferation induction; proliferation, % at 10 µM; MIN6 cells proliferation, ATPlite luminescence, 48 h; cells starved in 0.2% serum; 100% = growth in 10% serum; AID 2380; 330,000 tested, 0.29% active;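 active = compounds whose signal lies at least 3.5 SD above the mean of all wells on their plate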;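 also: 0% = DMSO-treated cells in low-serum medium and 100% = 10% serum control; some compounds called inactive have numbers as strong as hits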
ATG4B inhibitor: ATG4B (human) cysteine protease inhibition. 340,000 tested, 0.51% active. AID 504462. inhibition, % at 8.33 µM. ATG4B cleavage of LC3-PLA2, NBD-HPC fluorescence, 1 h. Q9Y4P1; in the data active = inhibition above about 40%
Target sequence (Q9Y4P1 whole entry, looked up): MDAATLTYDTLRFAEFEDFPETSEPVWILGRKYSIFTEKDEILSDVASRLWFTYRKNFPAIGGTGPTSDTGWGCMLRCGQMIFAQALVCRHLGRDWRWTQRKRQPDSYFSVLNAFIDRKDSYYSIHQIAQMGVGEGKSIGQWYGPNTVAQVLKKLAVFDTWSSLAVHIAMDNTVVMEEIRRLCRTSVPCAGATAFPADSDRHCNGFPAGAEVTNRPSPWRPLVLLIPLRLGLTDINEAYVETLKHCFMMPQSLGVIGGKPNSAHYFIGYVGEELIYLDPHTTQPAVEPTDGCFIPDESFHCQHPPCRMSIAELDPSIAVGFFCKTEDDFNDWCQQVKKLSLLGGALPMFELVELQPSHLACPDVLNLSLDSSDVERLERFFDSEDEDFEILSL
hIAP activ: increases human intestinal alkaline phosphatase activity | purified human IAP, CDP-Star luminescence, 30 min; stronger effect = higher value; 1 = vehicle-only enzyme, 0 = enzyme-free background | activation factor at 10 µM | 330,000 tested, 0.16% active;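 active = activation factor of the enzyme at least 2-fold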; also: the source names both 10 and 20 µM as test concentration; values of inactives mirror those of a sister screen read the other way
Numbers without * were called inactive; . = not tested or not shown.

(1) CC1CCCN(C(=O)CNC(=O)c2ccco2)C1 (stereo not drawn)
(2) CCOC(=O)C1(CCOc2ccccc2)CCN(Cc2cc(OC)ccc2OC)CC1
(3) O=C1C2ON(c3ccccc3)C(c3ccncc3)C2C(=O)N1c1ccccc1 (stereo not drawn)
(4) O=C(Nc1ccc2c(c1)OCCO2)C(=O)NC1CC1
(5) COc1ccccc1CN1CC(C(=O)NCc2cccc(Cl)c2)CCC1=O (stereo not drawn)
(6) CC1(C)CC(c2nc(-c3ccccc3)cs2)CCS1 (stereo not drawn)
(7) COc1ccc2c(c1)c1nc3ccccc3nc1n2CCn1c(=O)oc2ccccc21
(8) Clc1ccc(/C=N/Nc2ncnc3ccccc23)cc1Cl
assay / compound	1	2	3	4	5	6	7	8
MPTP inh	0.2	11	8.2	-0.3	-0.7	2.6	-0.1	5.5
mIAP act	1.1	0.87	1	0.95	0.99	0.95	0.96	0.78
hIAP inh	15	-21	14	20	11	2	-3	-13
A3A deaminase	5	-1	3	-3	-1	8	1	-5
mIAP block	-11	13	-5	5	1	5	4	22
A3G deaminase	-3	-2	3	-13	0	11	-2	-8
MIN6 prolif	-4	-3	-1	-1	-3	-6	3	-4
ATG4B inhibitor	0	0	2	-6	4	3	-7	-5
hIAP activ	0.85	1.2	0.86	0.8	0.89	0.98	1	1.1

(9) COc1cccc(-n2cc(C(=O)O)c3ccccc3c2=O)c1
(10) COCCn1c(SCC(=O)c2ccc3c(c2)OCCO3)nnc1C(C)C
(11) COc1cccc(CNc2ccc3[nH]c(=O)[nH]c3c2)c1OCc1ccccc1F
(12) Cc1ccc(S(=O)(=O)NNC(=S)NCC2CCCO2)cc1 (stereo not drawn)
(13) CCOc1ccc(/C=N/NC(=O)c2ccc(F)cc2)cc1CN1CC2CC(C1)c1cccc(=O)n1C2 (stereo not drawn)
(14) O=C(N/N=C/c1ccc2ncccc2c1)c1cccc([N+](=O)[O-])c1
(15) CCc1cccc(CC)c1NC(=O)COc1ccccc1C(=O)c1cc(C#N)c(=O)n(C2CCCCC2)c1
(16) CSc1ccccc1C(=O)C1CCCN(C(=O)CCN2CCCO2)C1 (stereo not drawn)
assay / compound	9	10	11	12	13	14	15	16
MPTP inh	0.4	-0.5	1.6	-0.7	0.8	0.7	1.0	-0.4
mIAP act	0.91	0.82	0.97	0.96	0.99	1	0.98	0.96
hIAP inh	4	8	-16	1	7	8	8	-11
A3A deaminase	-2	-2	2	-2	-1	0	-1	-2
mIAP block	9	18	3	4	1	-5	2	4
A3G deaminase	-8	-4	0	-7	-11	-6	-4	-6
MIN6 prolif	3	-1	-3	4	10	-1	0	0
ATG4B inhibitor	9	-15	8	0	-7	-9	-13	25
hIAP activ	0.96	0.93	1.2	0.99	0.93	0.93	0.92	1.1

(17) COc1ccc2[nH]cc(/C=C(/C#N)S(=O)(=O)c3ccccc3)c2c1
(18) COc1ccc2c(=O)c(C(=O)NCCc3ccc(OC)c(OC)c3)c[nH]c2c1
(19) Cc1ccc(C)c(-n2c3nc(=O)n(C)c(=O)c-3cc3ccccc32)c1
(20) CC(/C=N/NC(=O)CSc1nnc(SCc2ccccc2)s1)=C\c1ccco1
(21) Cc1ccc(Cl)cc1NC(=O)C1CCCN(S(=O)(=O)c2c(C)noc2C)C1 (stereo not drawn)
(22) CCc1ccccc1NC(=O)Nn1cnnc1
(23) CCCOc1c(OC)cc(Cl)cc1C1NC(=O)NC(C)=C1C(=O)NCc1ccccc1 (stereo not drawn)
(24) NC(=O)C1CCCN(CC(=O)N2CCN(c3ccccc3)CC2)C1 (stereo not drawn)
assay / compound	17	18	19	20	21	22	23	24
MPTP inh	13	0.0	1.7	2.0	0.3	-1.0	-1.9	-1.1
mIAP act	0.94	0.97	0.9	0.84	1.1	1	0.94	0.85
hIAP inh	-3	2	11	-2	6	-8	16	7
A3A deaminase	-7	-3	3	6	2	-5	2	-4
mIAP block	6	2	10	16	-7	-1	6	15
A3G deaminase	-7	-5	-2	-7	2	-7	-6	-9
MIN6 prolif	-2	-2	1	-5	-1	-4	-2	0
ATG4B inhibitor	0	-7	10	25	-4	-2	-1	-1
hIAP activ	1	0.98	0.89	1	0.94	1.1	0.84	0.93

Part of the list above in order of molar mass, descending:
(23) CCCOc1c(OC)cc(Cl)cc1C1NC(=O)NC(C)=C1C(=O)NCc1ccccc1 (stereo not drawn)
(20) CC(/C=N/NC(=O)CSc1nnc(SCc2ccccc2)s1)=C\c1ccco1
(22) CCc1ccccc1NC(=O)Nn1cnnc1
assay / compound	23	20	22
MPTP inh	-1.9	2.0	-1.0
mIAP act	0.94	0.84	1
hIAP inh	16	-2	-8
A3A deaminase	2	6	-5
mIAP block	6	16	-1
A3G deaminase	-6	-7	-7
MIN6 prolif	-2	-5	-4
ATG4B inhibitor	-1	25	-2
hIAP activ	0.84	1	1.1

(further entries)
(25) Cc1ccc2c(c1)cc1c(=O)n(CC(=O)NCCCc3ccccc3)nc(C)n12
(26) CCN(C[C@H]1N[C@@](C)(C(=O)OC)[C@H]2C(=O)N(C)C(=O)[C@@H]12)C(=O)c1ccccc1
(27) COc1ccc(C(=O)NCCOc2ccccc2)cc1S(=O)(=O)N1CCOCC1
(28) O=[N+]([O-])c1ccc(S(=O)(=O)NCCc2ccncc2)cc1
(29) Cc1ccc(-c2nn(CC(=O)NN3CCOCC3)c(=O)c3ccccc23)cc1
(30) CC(=O)Nc1ccc(S(=O)(=O)Nc2c(C)nn(-c3ccccc3)c2C)cc1
(31) Cc1c(C(=O)Nn2cnnc2)oc2ccccc12
(32) COC(=O)c1nn(-c2ccccc2)c(Cl)c1/C=N/OCc1ccc(Cl)cc1Cl
assay / compound	25	26	27	28	29	30	31	32
MPTP inh	-0.3	0.1	-0.2	-2.3	2.6	1.5	-0.3	-4.7
mIAP act	0.97	0.99	1	0.94	0.99	0.93	1.2	0.92
hIAP inh	3	4	2	-7	-2	0	-26	4
A3A deaminase	-1	0	-6	4	-1	2	-5	-4
mIAP block	3	1	0	6	1	8	-20	8
A3G deaminase	-5	2	-9	-1	-6	-1	-3	-6
MIN6 prolif	0	-2	1	-2	1	-2	1	-2
ATG4B inhibitor	3	-7	-11	7	0	-10	-3	3
hIAP activ	0.97	0.96	0.98	1.1	1	1	1.3	0.96

(33) Cc1ccc(S(=O)(=O)N2CCOC2CNC(=O)C(=O)NCc2ccncc2)cc1 (stereo not drawn)
(34) COc1ccc(C2C(C(=O)O)CCC(=O)N2c2ccc(OC)cc2)cc1 (stereo not drawn)
(35) COc1ccc2oc(=O)c(NC(=O)C3CCCCC3)cc2c1
(36) COC(=O)c1ccc(C2C(C#N)=C(C)NC3=C2C(=O)CC(C)(C)C3)cc1 (stereo not drawn)
(37) CC(Sc1nnc(-c2ccc(OC(F)F)cc2)n1N)C(=O)NCC1CCCO1 (stereo not drawn)
(38) COc1cc(C2NC(=O)NC(c3ccccc3)=C2C(C)=O)cc([N+](=O)[O-])c1O (stereo not drawn)
(39) CC(C)CN1Cc2ccccc2Oc2cc(Br)ccc2S1(=O)=O
(40) CCOC(=O)N1CCN(CC(O)COc2ccc(OC)cc2C(C)(C)C)CC1 (stereo not drawn)
assay / compound	33	34	35	36	37	38	39	40
MPTP inh	-1.9	-1.8	0.2	-0.1	-0.2	-0.2	5.5	0.9
mIAP act	0.98	1	1	0.95	0.94	0.83	0.94	1.1
hIAP inh	-7	8	2	1	8	7	.	-9
A3A deaminase	4	-3	5	0	-1	3	5	1
mIAP block	2	-4	-2	5	6	16	6	-6
A3G deaminase	2	-9	-2	0	-12	9	3	7
MIN6 prolif	1	-2	2	0	-2	0	.	0
ATG4B inhibitor	1	3	-4	-5	-4	-12	-3	-10
hIAP activ	1.1	0.92	0.98	0.99	0.92	0.93	.	1.1

(41) COc1ccccc1OCCOCCn1cnc2ccccc2c1=O
(42) C=CCNC(=O)CSc1nc2sc(C)c(C)c2c(=O)[nH]1
(43) CC1Cc2ccccc2N1C(=O)Cn1c(=O)cc(O)c2ccccc21 (stereo not drawn)
(44) Cc1ccc2c(c1)c(N=O)c(O)n2Cc1ccc(Cl)cc1
(45) CN(C(=O)c1ccc(NC(=O)Cc2ccc(NC(=O)C3CCCN(C(=O)C4CCC4)C3)cc2)cc1)C1CC1 (stereo not drawn)
(46) COc1cc(-c2nnc(SCc3cc(=O)oc4cc(O)c(O)cc34)o2)cc(OC)c1OC
(47) O=C(CC1C(=O)NCCN1Cc1ccc(Cl)c(F)c1)NCCc1cccnc1 (stereo not drawn)
(48) COc1ccc(NC(=O)CCN2C(=O)c3ccccc3S2(=O)=O)cc1
assay / compound	41	42	43	44	45	46	47	48
MPTP inh	1.0	-1.0	0.7	4.1	0.1	2.7	0.7	-2.1
mIAP act	0.97	1	1	0.97	1.1	0.31	0.94	0.88
hIAP inh	3	14	10	19	-1	11	-8	7
A3A deaminase	-2	2	9	3	-2	55	3	0
mIAP block	2	-5	-4	3	-7	69*	6	12
A3G deaminase	-7	-3	3	3	-6	47	-2	-6
MIN6 prolif	-2	0	-2	-5	-2	-3	-1	-1
ATG4B inhibitor	-9	-8	-4	-2	-5	13	-4	8
hIAP activ	0.97	0.86	0.9	0.81	1	0.89	1.1	0.93

(49) O=C(CN1CCN(C2CCS(=O)(=O)C2)CC1)N1N=C(c2ccc(Cl)cc2)CC1c1ccco1 (stereo not drawn)
(50) CC(C)Cc1ccc(/C(=N/O)C(=O)O)s1
(51) COCCNC(=O)C(OC(=O)c1ccco1)c1ccccc1OC (stereo not drawn)
(52) O=C(Nc1nnc(SCCN2CCOCC2)s1)C1CC(=O)N(c2ccccc2)C1 (stereo not drawn)
(53) CCc1nnc(NC(=O)c2ccc(S(=O)(=O)N3CCCCCC3)cc2)s1
(54) COc1ccc(CNC(=O)CCCn2nc(C)c3c(C)n(-c4ccc(C)cc4)nc3c2=O)cc1
(55) CC(=O)Cc1nsc(Nc2ccccc2)n1
(56) COc1ccc(CCNC(=O)COc2ccc(N(C)S(=O)(=O)c3ccc(C)cc3)cc2)cc1
assay / compound	49	50	51	52	53	54	55	56
MPTP inh	-0.4	-1.8	-0.6	-3.0	0.4	0.9	-1.6	10
mIAP act	1	1.1	1	0.95	1.1	1.1	1.1	1.1
hIAP inh	6	-15	3	13	-22	-38	6	-28
A3A deaminase	14	-1	-3	-2	-5	-12	-4	1
mIAP block	-2	-8	0	5	-8	-8	-5	-12
A3G deaminase	-4	-3	-4	-8	-5	-4	-6	-1
MIN6 prolif	-3	-1	2	3	0	-6	-4	-1
ATG4B inhibitor	-10	4	-5	-6	-6	7	-9	-6
hIAP activ	0.94	1.1	0.97	0.87	1.2	1.4	0.94	1.3

(57) COc1ccc(NC(=O)CNC(=O)c2ccc([N+](=O)[O-])cc2)cc1
(58) CCOc1ccccc1-c1nc(C(N)=O)c2[nH]c(=O)n(-c3ccccc3)c2n1
(59) Cc1cc(C(=O)N/N=C/c2ccc(N(C)C)cc2)c2ccccc2n1
(60) COc1ccc(OCC(O)CNC2CCCC2)cc1 (stereo not drawn)
(61) CC1CCC(N(C(=O)c2csnn2)C(C(=O)NC(C)(C)C)c2cccnc2)CC1 (stereo not drawn)
assay / compound	57	58	59	60	61
MPTP inh	1.6	6.9	0.1	0.9	-1.2
mIAP act	1	0.87	1	1	0.96
hIAP inh	-11	-45	9	-16	-1
A3A deaminase	-1	-2	-5	-4	-3
mIAP block	-4	13	0	-2	4
A3G deaminase	-9	-3	-7	-7	-9
MIN6 prolif	4	3	-1	1	0
ATG4B inhibitor	-2	4	-16	2	-6
hIAP activ	1.1	1.4	0.91	1.2	1

Compound activity (PubChem)
